S3 lipid droplet = qHTS Assay for Lipid Storage Modulators in Drosophila S3 Cells; Drosophila S3 cells, BODIPY lipid droplet fluorescence, 18-24 h; cells fed with added oleic acid; 320,000 compounds, 0.64% hits; Potency in µM for hits, for the others lipid storage change, negative = inhibition, % at the top dose, mostly 46.1 µM; active = well fitted inhibition curve with a large enough effect in the signal ratio, with a control signal flat, not every such curve was filed as active; inconclusive = small, poorly fitted or top-dose-only effect, or effect the other way, or a change in a side signal; the % refers to the signal ratio
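Drosophila S3 cells loaded with oleic acid (400 uM, as added) and compounds at several concentrations; lipid droplets imaged by 488-nm laser-scanning cytometry, 500–530 nm intensity and object ratio to cell channel. Percent activity normalized to 20 uM Triacsin C.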
S3 lipid droplet cell count max = further read-out of S3 lipid droplet, marked with its call; cell number change, %; measured here: cell count max response;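 cells counted by Cell Tracker Red CMTPX staining in the red channel; peak over a dose series mostly up to 46.1 µM; percent activity relative to internal control wells on each plate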
* marks the source's active call; other numbers are inactive results; i = inactive; ? = inconclusive; · = not tested or not shown. % is set by controls: 0 for no effect and ±100 for the full control effect; potency is the fitted concentration of half-maximal effect. This is a subset, so the mix of outcomes need not match the whole.

SMILES | S3 lipid droplet | S3 lipid droplet cell count max
COc1cccc(CNC(=O)[C@H](CCSC)NC(=O)N2CCn3c2nc2ccccc23)c1 | ? | ·
COc1ccc(/C=N/NC(=O)c2ccc(NS(=O)(=O)c3cccs3)cc2)cc1 | 8.2% | 1.2
CCOC(=O)c1sc(NC(=O)c2ccncc2)c(C#N)c1C | ? | ·
Cn1c(Nc2ccc(F)cc2)nc2ccccc21 | i | -12.1
Cc1ccc(OCC(=O)Nc2ccccc2C(=O)NC2CC2)cc1 | ? | ·
CC(C)CNC(=O)CN(C)S(=O)(=O)c1ccc(F)cc1 | 0.8% | -0.7
Cc1ccc(S(=O)(=O)CCC(=O)OCC(=O)c2cc(C)n(C)c2C)cc1 | 23.9% | 2.6
Cc1ccc(C(=O)Nc2ccc3ncccc3c2)cc1 | ? | ·
COc1ccc(/C=C/C(=O)OCC(=O)c2ccc[nH]2)cc1 | ? | ·
COc1ccc(C(=O)OCCCN(C)C)cc1OC | ? | ·

Reformatted with two lines to a compound: entries from further up
Sequence of screens – S3 lipid droplet | S3 lipid droplet cell count max
CC(C)CNC(=O)CN(C)S(=O)(=O)c1ccc(F)cc1
  0.8% | -0.7
Cn1c(Nc2ccc(F)cc2)nc2ccccc21
  i | -12.1
Cc1ccc(C(=O)Nc2ccc3ncccc3c2)cc1
  ? | ·
COc1ccc(/C=N/NC(=O)c2ccc(NS(=O)(=O)c3cccs3)cc2)cc1
  8.2% | 1.2
Cc1ccc(OCC(=O)Nc2ccccc2C(=O)NC2CC2)cc1
  ? | ·

Further results
SMILES | S3 lipid droplet | S3 lipid droplet cell count max
CC(=O)Nc1ccc(S(=O)(=O)c2cc(O)ccc2O)cc1 | ? | ·
COc1ccc2c(COC(=O)CCS(=O)(=O)c3ccccc3)cc(=O)oc2c1 | ? | ·
COC(=O)c1cccnc1-n1c(=O)c2cccnc2n(Cc2cccc([N+](=O)[O-])c2)c1=O | -9.9% | ·
CCOc1ccccc1NC(=O)CCc1c(C)nn(-c2ccc(N3CCCCC3)nn2)c1C | i | ·
CCCOC(=O)CCCCC1SCC(NC(=O)OC)C1NC(=O)OC (centres undefined) | -2.5% | -6.6
COc1ccc(C(=O)NCc2ccc(-c3nc4ccccc4s3)cc2)cc1OC | ? | ·
c1ccc2c(c1)ncn2-c1ccc(-c2ccnc3ncnn23)cc1 | ? | ·
N#Cc1ccccc1OCC(=O)NCCNC(=O)COc1ccccc1C#N | -2.5% | -12.4
Cc1cc(=O)[nH]c(SCc2ccc(Cl)cc2Cl)n1 | 10.7% | 18.5
CCCNC(=O)c1noc2c1CCc1ccccc1-2 | 5.9% | -7.5
CN(C)C(=O)COC(=O)c1ccccc1Nc1ccc(SC(F)F)cc1 | ? | ·
Cc1ccc(OCCN2C(=O)OC(C)(C)C2(C)O)cc1 (centres undefined) | -1.8% | 1.7
CC(C)CN(CCCNC(=O)CN1C(=O)COc2ccc(S(=O)(=O)N3CCC(C)CC3)cc21)CC(C)C | ? | ·
COc1ccc(Nc2nnc(-c3ccc(C)cc3)c3ccccc23)cc1C(=O)N1CCCCC1 | 14.8% | 12.7
CC(=O)NC1=NN(C(C)=O)C(c2ccccn2)S1 (centres undefined) | -0.2% | 12.2
O=C(Cn1ccc(NC(=O)OCc2ccccc2)nc1=O)NCCCc1ccccc1 | ? | ·
CCOc1ncccc1C(=O)OCC(=O)c1ccc(Cl)s1 | -13.7% | 3.4
CC1(C)C(=O)Nc2ccccc2N1C(=O)COC(=O)c1cccnc1 | ? | ·
COc1ccc(/C=N/NC(=S)NCCc2ccccc2)cc1 | i | 12.5
CCCn1c(SCCc2ccccc2)nc2c1c(=O)[nH]c(=O)n2C | ? | ·
CCOc1ccc2oc(=O)cc(CN3CCN(C(=O)c4ccco4)CC3)c2c1 | i | -25.8
O=c1ccn(-c2ccccc2)[nH]1 | ? | ·
CCOC(=O)C(=NC1CCS(=O)(=O)C1)NNc1cc(Cl)ccc1Cl (centres undefined) | ? | ·
CC(C)(C)NC(=O)C[n+]1ccc(C(N)=O)cc1 | 3.8% | 14.2
Cc1cc2ccccn2c1C(=O)Nc1cccc(Cl)c1 | ? | ·
CCOC(=O)CNC(=O)COc1ccc(Cl)cc1Br | ? | ·
CC1CCCCN1S(=O)(=O)c1ccc(C(=O)N(CCCN(C)C)c2nc3cc4c(cc3s2)OCO4)cc1 (centres undefined) | ? | ·
O=C(NCCCn1ccnc1)C(=O)NCC(c1cccnc1)N1CCN(c2ccc(F)cc2)CC1 (centres undefined) | ? | ·
CC(C)Oc1cc(S(=O)(=O)N2CCCCC2)ccc1N | i | ·
N/C(CS(=O)(=O)c1ccccn1)=N\OC(=O)c1ccc(Cl)cc1 | -10.4% | -11.2
COc1ccc(N2CCN(C(CNC(=O)c3ccc4c(c3)OCO4)c3cccnc3)CC2)cc1 (centres undefined) | -6.3% | -2.1
COc1ccc(-n2c(C)cc(/C=C3\C(=N)N4N=C(CC(=O)N5CCOCC5)SC4=NC3=O)c2C)cc1 | ? | ·
NC(=O)CCCC1=NS(=O)(=O)c2ccccc2N1 | ? | ·
C/C(=N\NC(=O)Cc1ccccc1Cl)c1cccnc1 | i | 18.9
CN(Cc1nccn1C)C(=O)CCc1nnc(CCC2CCCCC2)o1 | 1.4% | 18.5
CSc1nsc(SCC(=O)NC2CCCCC2)n1 | 17.2% | 10.6
Cc1ccc(N(C(=O)c2csnn2)C(C(=O)NC2CCCC2)c2ccccn2)c(C)c1 (centres undefined) | ? | ·
CC1=CC(C)C(C(=O)O)C(C(=O)N2CCN(C)CC2)C1 (centres undefined) | 17.0% | 2.0
CC(=O)Oc1ccc(/C=N/NC2=NS(=O)(=O)c3ccccc32)cc1 | -11.7% | -1.1
COc1ccc(N2CCN(S(=O)(=O)CCNC(=O)c3cc(=O)c4ccccc4o3)CC2)cc1 | ? | ·
COC(=O)C1=C(C)N=C2SC(C)C(=O)N2C1/C=C/c1ccccc1 (centres undefined) | 19.3% | -9.8
COc1ccc(C2=NOC(C(=O)O)C2)cc1 (centres undefined) | ? | ·
Cc1nn(CC(=O)Nc2cccnc2)c(C)c1[N+](=O)[O-] | 23.0% | ·
COc1cc(/C=C/C(=O)O)ccc1OCc1ccc([N+](=O)[O-])cc1 | ? | ·
COc1ccc(N2CCN(C(=O)COc3ccc4ccccc4c3)CC2)cc1 | i | ·
CCOC(=O)c1ccc(NC(=O)CN2C(=O)CSC2=O)cc1 | 15.4% | -18.4
CC1CCN(C(=O)c2ccc(S(=O)(=O)NCc3ccco3)cc2)CC1 | ? | ·
O=C1CCC(C(=O)Nc2ccc([N+](=O)[O-])cc2)N1 (centres undefined) | ? | ·
CC(=O)OCC(=O)[C@H]1CC[C@H]2[C@@H]3CC=C4C[C@@H](O)CC[C@]4(C)[C@H]3CC[C@]12C | 0.4% | 7.4
Cc1nc2ccccc2cc1O | ? | ·

The results go on.
SMILES | S3 lipid droplet | S3 lipid droplet cell count max
COC(=O)[C@H](CC(C)C)NC(=O)Nc1ccc(S(N)(=O)=O)cc1 | 12.1% | -6.3
Cc1cc(NC(=O)c2ccc(F)cc2)n(-c2ccccc2)n1 | ? | ·
O=C(Nc1cccc(O)c1)c1ccc(C(F)(F)F)cc1 | ? | ·
Cc1cc(C(=O)NCCN2C(=O)S/C(=C\c3cccs3)C2=O)ccc1[N+](=O)[O-] | ? | ·
Cn1c(=O)oc2cc(S(=O)(=O)Nc3ccccc3O)ccc21 | ? | ·
Cn1c(N2CCN(C(c3ccccc3)c3ccccc3)CC2)nc2c1c(=O)[nH]c(=O)n2C | 1.3% | -10.6
Cc1ccc(N2C(=O)CN=C2Nc2nc(C)cc(C)n2)cc1 | 1.0% | 15.7
CCn1c(=O)c(C(=O)NCCNCCO)c(O)c2ccccc21 | ? | ·
CCOc1ccccc1CNC(=O)C1CCCN(c2nc3ccccc3o2)C1 (centres undefined) | ? | ·
CCc1nnc2n1N=C(c1ccc(Cl)cc1)CS2 | 7.8% | 1.9
Cc1cc(NC(=O)CSc2ncccn2)no1 | 0.4% | 10.5
CCOC(=O)C1CCCN(C2CC(=O)N(c3ccc(N4C(=O)CC(N5CCCC(C(=O)OCC)C5)C4=O)cc3)C2=O)C1 (centres undefined) | 17.7% | 1.1
CCc1ccc(NC(=O)CCNS(=O)(=O)c2cccc3nonc23)cc1 | i | 7.8
CCN1CCN(S(=O)(=O)c2ccc(Cl)c(C(=O)N(C)Cc3cccc(OC)c3)c2)CC1 | 12.7% | ·
CCOC(=O)c1cc2c(ccn2C)n1CC(=O)N1CCCC(C)C1 (centres undefined) | -12.8% | -24.6
CCOc1ccccc1NC(=O)CN(c1ccc(Cl)cc1)S(C)(=O)=O | ? | ·
COc1ccc(-c2csc(/C(C#N)=C/Nc3ccc4c(c3)OCCO4)n2)cc1 | 9.5% | -0.6
CCCCN(CC)C(=O)c1cccc(Cl)c1 | ? | ·
O=C(CSc1nnc(NC(=O)C2CC(=O)N(c3ccccc3)C2)s1)NCC1CCCO1 (centres undefined) | 0.3% | 8.4
O=S(=O)(CCc1nc2ccccc2[nH]1)c1ccc(Br)cc1 | ? | ·

Arranged by molar mass (falling): part of the list above
SMILES | S3 lipid droplet | S3 lipid droplet cell count max
COc1ccc(-c2csc(/C(C#N)=C/Nc3ccc4c(c3)OCCO4)n2)cc1 | 9.5% | -0.6
O=S(=O)(CCc1nc2ccccc2[nH]1)c1ccc(Br)cc1 | ? | ·
Cc1cc(NC(=O)CSc2ncccn2)no1 | 0.4% | 10.5
CCCCN(CC)C(=O)c1cccc(Cl)c1 | ? | ·

(continued)
SMILES | S3 lipid droplet | S3 lipid droplet cell count max
Cc1c(O)c(=O)c2ccccc2n1C | ? | ·
c1ccc(NC2=Nc3ccccc3CS2)cc1 | ? | ·
O=C(CC1CCOCC1)Nc1ccc(Cl)c(Cl)c1 | i | ·
COc1ccc2nc(C)cc(N/N=C/c3cccc(OC)c3O)c2c1 | ? | ·
Cc1c(C(C)(C)O)[nH]c2cc(C(F)(F)F)ccc12 | ? | ·
CC1(C)Cc2c(sc3[nH]c(=S)n(Cc4ccccc4)c(=O)c23)CO1 | i | 15.0
COCCNS(=O)(=O)c1ccc(SC)cc1 | 30.8% | ·
CCCn1c(C(C)Nc2nc(-c3ccc(C)cc3)cs2)nc2cc(Cl)c(Cl)cc21 (centres undefined) | ? | ·
COc1cccc(C(=O)NC2CCCc3ccccc32)c1 (centres undefined) | ? | ·
S=C(Nc1ccccc1)N1CCOCC1 | 2.2% | 2.2
NC(=O)c1ccsc1NC(=O)COC(=O)c1cc(Cl)ccc1O | 22.1% | 19.3
O=C(c1ccc(F)cc1)C1CCN(C(=O)c2ccc(F)cc2)CC1 | -19.4% | ·
CCOc1cc(C(=O)NCCc2ccc(S(N)(=O)=O)cc2)cc(OCC)c1OCC | 0.0% | 15.4
COC(=O)c1sc(N2C(=O)C(O)=C(C(=O)c3ccc(C)o3)C2c2ccco2)nc1C (centres undefined) | ? | ·
CCOC(=O)c1c(C)n(-c2ccc(C)cc2)c2ccc(O)c(CN(C)C)c12 | ? | ·
O=C1Nc2ccccc2OC1CC(=O)N1CCOCC1 (centres undefined) | ? | ·
O=C(NC(=S)NCc1ccc(-c2nc3ccccc3s2)cc1)c1ccco1 | ? | ·
COc1cc(CC2COC(c3ccc(O)c(OC)c3)C2COC(C)=O)ccc1O (centres undefined) | 5.2% | 10.6
O=C(NC1CCCC1)C(c1cccnc1)N(C(=O)c1csnn1)c1ccc(F)cc1 (centres undefined) | ? | ·
CCn1c(NCc2cccs2)nc2ccccc21 | i | ·
CCOCCCN(C)C1CCN(S(=O)(=O)c2csc(C(N)=O)c2)CC1 | -22.7% | 3.9
COc1ccc2c(C)cc(SCC(=O)Nc3cc(C(N)=O)cc(C(N)=O)c3)nc2c1 | ? | ·
COc1ccc(C(=O)c2cc3cccc(OC)c3o2)cc1 | 2.6% | 1.3
CS(=O)(=O)Nc1ccc(C(=O)Nc2ccc3c(c2)OCO3)cc1 | i | ·
C/C(=N\NC(=O)c1cccc(F)c1)c1ccc(Br)s1 | ? | ·
CCSc1ncc(Cl)c(C(=O)Nc2ccccc2Cl)n1 | 0.9% | -1.2
COc1ccc(-c2noc(CCC(=O)Nc3nc4ccccc4s3)n2)cc1 | ? | ·
Cc1noc(C)c1COC(=O)c1cc2c3ccccc3n(C)c2s1 | ? | ·
CN1C(=O)CC(Sc2ccccc2C(=O)O)C1=O (centres undefined) | -8.2% | 8.4
CCOC(=O)CNC(=O)c1cc(-c2ccc3c(c2)OCCO3)oc1C | ? | ·
O=C(NNC(=O)c1ccccc1F)c1ccc2nc[nH]c2c1 | -7.3% | -5.3
Cc1cc(C)nc(-n2nc(C)cc2NC(=O)CN2CCC(C)CC2)n1 | 17.9% | -1.3
Nc1nnc(CSCc2ccc(Cl)cc2Cl)s1 | ? | ·
CCOCCCNC(=S)N1CCN(C(=O)C(=O)Nc2ccc(C(=O)OC)cc2)CC1 | -0.4% | 0.3
Nc1cccc2c1C(=O)N(Cc1nnc(-c3ccccc3Br)o1)C2=O | ? | ·
O=C(COC(=O)c1ccc2[nH]c3c(c2c1)CCCC3)NC1CCS(=O)(=O)C1 (centres undefined) | 9.5% | 18.0
O=C(/C=C/Nc1ccccc1Br)c1ccccn1 | ? | ·
O=C(CCNC(=O)C1CCN(S(=O)(=O)c2ccccc2)CC1)Nc1cccc(C(F)(F)F)c1 | i | -21.0
Cc1cc(C)n(-c2nnc3n2N=C(c2ccccc2)CS3)n1 | ? | ·
N#Cc1nc(-c2ccccc2F)oc1NCCN1CCOCC1 | -19.6% | 0.7
